Tb PFK block – inhibitors of T. brucei phosphofructokinase; O15648; T. brucei PFK, ADP-Glo luminescence; Potency, µM (titrated, usually from 57.5 µM), for inactives: at the highest dose activity, negative = inhibition, actives largely listed as inhibitors; actives 0.17% (n = 330,000);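 further: potency means the concentration at half of the fitted maximal effect; 0% = uninhibited 1x PFK enzyme wells and -100% = no-enzyme wells; nearly all actives have a fitted effect of over 60% in size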
Target sequence (O15648 whole entry, looked up): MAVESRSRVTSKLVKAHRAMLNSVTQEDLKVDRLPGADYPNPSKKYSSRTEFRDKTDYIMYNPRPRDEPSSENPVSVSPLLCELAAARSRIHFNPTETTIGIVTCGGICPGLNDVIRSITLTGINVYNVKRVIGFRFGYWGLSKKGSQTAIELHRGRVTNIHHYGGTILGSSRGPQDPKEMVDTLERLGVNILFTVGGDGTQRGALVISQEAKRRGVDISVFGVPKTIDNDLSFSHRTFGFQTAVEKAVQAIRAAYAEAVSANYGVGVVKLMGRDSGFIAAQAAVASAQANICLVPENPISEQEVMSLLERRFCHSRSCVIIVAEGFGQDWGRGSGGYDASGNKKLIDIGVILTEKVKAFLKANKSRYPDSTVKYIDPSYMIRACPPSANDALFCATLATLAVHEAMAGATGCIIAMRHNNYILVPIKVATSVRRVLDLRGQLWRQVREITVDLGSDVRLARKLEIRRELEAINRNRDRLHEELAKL
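1.25 nM PFK with 0.5 mM F6P and 0.1 mM ATP in 0.1 M TEA pH 8.0, 5 mM MgCl2, incubated 45 min at room temperature; ADP measured by ADP-Glo luminescence; compounds titrated up to 57 uM.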
B2AR arrestin – recruits beta-arrestin to the human beta2-adrenergic receptor | P07550 | beta-arrestin recruitment to beta2AR, cell-based reporter | Potency, µM (titrated, usually from 46.1 µM), for inactives: top-dose activation, hits mostly activators | actives 0.02% (n = 330,000);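 further: potency means the concentration at half of the fitted maximal effect; 0% = DMSO controls and full agonism = EC100 isoproterenol or metaproterenol; nearly all actives have a fitted effect of over 65% in size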
TSHR antag – antagonists of human thyroid stimulating hormone receptor. TSHR-expressing cells, TSH-stimulated cAMP HTRF, 2 h; active compounds read low. activity change, negative = inhibition, % at 11.5 µM. actives 0.2% (n = 330,000). AID 504810;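 active means activity change below a set negative limit, meaning inhibition stronger than a set level, cut at about -70% in these data; inconclusive means activity change between two set negative limits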; further: on the % scale 0 is the no-effect control and ±100 the full control effect
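Inhibition of cAMP made by TSHR-expressing cells under TSH stimulation (4nM final, EC80; 2 h, 37 deg C) is quantified with a one-step lysis HTRF kit, anti-cAMP cryptate versus cAMP-d2.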
TCR act – T cell receptor activation; primary human leukocytes, anti-CD3, IL-2 HTRF, 48 h; Potency, µM (highest dose often 9.22 µM), inactives show top-dose activation of IL-2 secretion, actives largely listed as activators; AID 504894; 330,000 tested, under 10 active; further: % of control where 0% means no effect
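48 hr co-incubation of compounds, a-CD3 beads and primary human leukocytes; IL-2 quantified homogeneously by HTRF with anti-IL-2 K and d2 conjugates.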
Mito fusion yeast – blocks mitochondrial division or promotes mitochondrial fusion | Potency, µM (highest dose often 46.1 µM), for the others: top-dose growth rescue (activation), usual class: activators | actives 0.23% (n = 320,000) | S. cerevisiae fusion-defective mutant growth rescue, CellTiterGlo 48 h | AID 485298;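 further: potency means the concentration at half of the fitted maximal effect; % of control where 0% means no effect; nearly all actives have a fitted effect of over 45% in size; temperature-sensitive fusion mutants such as fzo1-1 at 37 °C on non-fermentable ethanol glycerol medium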
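Growth-rescue viability read-out: after 48 h at the non-permissive 37C in glycerol/ethanol YPEG, yeast mitochondrial fusion mutants are measured by CellTiterGlo luminescence; compounds (23 nl pinned per well) restoring growth score as division inhibitors or fusion activators.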
ELG1 DNA repair – blocks ELG1-dependent DNA repair in HEK293T cells | HEK293T ELG1-luciferase reporter, luminescence, 16 h; DNA damage induced by 5-fluorouridine | Potency, µM (top dose mostly 46.1 µM), without a hit: top-dose activity change, negative = inhibition, most hits filed as inhibitors | actives 2.3% (n = 330,000) | AID 504467; further: potency means the concentration at half of the fitted maximal effect; on the % scale 0 is the no-effect control and ±100 the full control effect; nearly all actives have a fitted effect of over 55% in size
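HEK293T cells expressing luciferase-tagged ELG1 (2,000/well) received 5-Fluorouridine plus compound or DMSO for 16 hr at 37 °C. Luciferase was read by ONE-Glo luminescence after 30 min at room temperature.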
Chronic BCR inh – inhibitors of chronic active B-cell receptor signaling. ABC-DLBCL IkBa-CBG/CBR reporter, luminescence ratio, 4 h. Potency, µM (doses to about 46.1 µM), inactives show top-dose ratio change, negative = lower green/red ratio, most hits filed as inhibitors. actives 0.05% (n = 340,000); active means well fitted inhibition curve with a large enough effect in the signal ratio, with a control signal flat, not every such curve was filed as active; inconclusive means small, poorly fitted or top-dose-only effect, or effect the other way, or a change in a side signal; the % refers to the signal ratio;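 further: potency means the concentration at half of the fitted maximal effect; plate controls were basal doxycycline-induced cells for no effect and cells given 10 µM MG132 for full effect; MG132 reads +100%, hits lower the ratio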
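TMD8 ABC-DLBCL cells carrying doxycycline-inducible green luciferase fused to IkappaBalpha plus unfused red luciferase were exposed to compounds (up to 46 uM) for 4 hrs at 37C. Activity came from the overlap-corrected green/red luminescence ratio.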
USP2a inh – USP2a (human) protease inhibition. O75604. USP2 core, Ub-CHOP2 coupled fluorogenic reporter, 485/531. Potency, µM (doses to about 38.3 µM), inactives show at the top dose activity change, negative = inhibition, usual class: inhibitors. actives 0.01% (n = 330,000). AID 463254;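 further: potency means the concentration at half of the fitted maximal effect; plate controls were DMSO wells for no effect and full inhibition by NEM control for full effect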
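Deubiquitinase activity read as fluorescence (485/531 nm) after Ub-CHOP2 cleavage activates the enterokinase reporter on its substrate; USP2 core 10nM, Ub-CHOP2 and substrate 25nM each, 30min compound preincubation then 60min RT; data normalized to NEM, curves fitted.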
TSG101-PTAP inh – blocks PTAP/TSG101 interaction to inhibit HIV-1 budding; Q99816; Fluorescence polarization, FITC-PTAP peptide / Tsg101 binding; Potency, µM (highest dose often 115 µM), for inactives: at the top dose activity change, negative = inhibition, most hits filed as inhibitors; 340,000 tested, under 10 active; AID 493005; active means well fitted inhibition curve with a large enough effect in the main read-out, with a control signal flat, not every such curve was filed as active; inconclusive means small, poorly fitted or top-dose-only effect, or effect the other way, or a change in a side signal; inactive means no such curve, though single readings can be large or run the other way; further: potency means the concentration at half of the fitted maximal effect; % of control where 0% means no effect
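Compounds were pin-transferred onto Tsg101 binding domain (10 uM final) in HEPES pH 7.5 buffer, then FITC-PTAP peptide was added at 50 nM final. After 20 min at RT, polarization reported peptide displacement across a qHTS concentration series.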
Eya2 phos inh – Eya2 (human) phosphatase inhibition; O00167; recombinant Eya2, OMFP fluorescence dephosphorylation (OMFP is methylfluorescein phosphate); Potency, µM (top dose mostly 76.9 µM), for inactives: at the highest dose activity, negative = inhibition, hits mostly inhibitors; actives 0.006% (n = 330,000); AID 488837; further: potency means the concentration at half of the fitted maximal effect; on the % scale 0 is the no-effect control and ±100 the full control effect
Target sequence (O00167 whole entry, looked up): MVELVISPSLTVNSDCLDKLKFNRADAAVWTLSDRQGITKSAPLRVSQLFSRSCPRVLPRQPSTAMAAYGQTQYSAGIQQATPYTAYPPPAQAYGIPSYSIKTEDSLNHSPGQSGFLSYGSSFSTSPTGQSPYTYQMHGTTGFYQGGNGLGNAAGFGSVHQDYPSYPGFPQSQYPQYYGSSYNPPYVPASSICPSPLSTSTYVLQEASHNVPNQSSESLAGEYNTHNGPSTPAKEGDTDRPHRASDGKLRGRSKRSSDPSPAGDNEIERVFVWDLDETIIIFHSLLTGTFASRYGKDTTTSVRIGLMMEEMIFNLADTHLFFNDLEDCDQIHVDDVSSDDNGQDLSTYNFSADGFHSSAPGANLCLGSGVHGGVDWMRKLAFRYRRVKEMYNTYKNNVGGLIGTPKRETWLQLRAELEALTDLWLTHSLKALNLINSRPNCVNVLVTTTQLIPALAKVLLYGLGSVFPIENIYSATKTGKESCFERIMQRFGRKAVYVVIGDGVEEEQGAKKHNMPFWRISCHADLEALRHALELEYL
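Eya2 protein (added as 0.2 uM solution) was preincubated with compound for 10 min at ambient temperature in 50 mM HEPES pH 7.5, 50 mM NaCl, 5 uM MgCl2, 0.05% BSA, 1 mM DTT. OMFP (added at 50 uM) then reacted 10 min; fluorescence read at 485/525 nm.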
uPA surface inh – cell surface uPA generation inhibition. cell surface uPA generation assay, qHTS. Potency, µM (doses to about 38.3 µM), inactives show top-dose activity change, negative = inhibition, most hits filed as inhibitors. actives 0.31% (n = 330,000); active means well fitted inhibition curve with a large enough effect; inconclusive means small, poorly fitted or top-dose-only effect; inactive means no such curve, though single readings can be large or run the other way; tested in mouse RAW 264.7 cells; further: potency means the concentration at half of the fitted maximal effect; on the % scale 0 is the no-effect control and ±100 the full control effect; nearly all actives have a fitted effect of over 55% in size
Active calls of the source: *; ? = inconclusive; / = no result given; [ ] = another dose, or the depositor's remark. Unless noted, the call rests on the fitted dose curve; in most records, active means well fitted curve in the direction sought with a large enough effect; inconclusive means small, poorly fitted or top-dose-only effect, or another doubt; inactive means no such curve, though single readings can be large; an effect the other way counts as inactive or inconclusive.

SMILES	Tb PFK block	B2AR arrestin	TSHR antag	TCR act	Mito fusion yeast	ELG1 DNA repair	Chronic BCR inh	USP2a inh	TSG101-PTAP inh	Eya2 phos inh	uPA surface inh
Cc1cc(=O)oc(C)c1C(=O)Nc1ccc2ncccc2c1	0.9%	-0.1%	-5.9	/	-0.7%	5.6%	?	6.0%	?	-11.6%	2.7%
O=C(NCCC1=CCCCC1)C(=O)NCC(c1ccco1)N1CCN(c2ccc(F)cc2)CC1 (configuration not stated)	-0.4%	-1.4%	-5.0	-2.9%	0.8%	-7.4%	3.6%	9.0%	-0.9%	-12.7%	-1.0%
N/C(=N\OC(=O)CCC1CCCC1)c1ccncc1	-0.3%	0.1%	-9.4	-4.1%	-1.8%	?	?	1.6%	-4.4%	14.5%	-6.5%
CC(=O)Oc1cccc(N2C(=O)c3ccc(C(=O)Nc4c[nH]c(=O)[nH]c4=O)cc3C2=O)c1	-4.0%	0.0%	-7.5	-5.6%	5.9%	-0.5%	3.4%	3.0%	-0.2%	11.6%	0.8%
CN(CC(=O)Nc1c(Cl)cccc1Cl)C(=O)CCNS(=O)(=O)c1ccccc1C(F)(F)F	0.3%	-2.8%	0.3	8.3%	1.0%	-1.5%	-7.9%	0.9%	-3.3%	0.7%	5.3%
O=C(OCCO)c1cc(Cl)c(C(=O)OCCO)cc1Cl	-3.1%	0.0%	-12.9	-9.1%	1.3%	-0.9%	3.2%	4.4%	-3.2%	0.6%	0.8%
O=c1c2cc(Br)ccc2[nH]c(=S)n1Cc1ccccn1	0.1%	-1.7%	0.0	5.5%[46.1 µM]	1.4%	14.0%	-15.4%	0.7%	-3.5%	-5.3%	-1.0%
CCOC(=O)C1=C(C)OC(N)=C(C#N)C1c1cccc(C)c1 (configuration not stated)	-1.2%	0.2%	-9.7	-1.6%	6.7%	8.2%	9.2%	-0.2%	-0.2%	3.8%	-4.2%
COc1ccccc1/C=N/NC(=O)c1c(-c2ccccc2)noc1C	-0.7%	-0.1%	-21.3	-3.6%	8.3%	2.1%	-7.9%	-0.3%	-0.3%	-7.6%	4.3%
O=C(NCCSc1c[nH]c2ccccc12)c1ccc2c(c1)OCO2	-1.2%	0.3%	4.1	1.0%	-2.2%	-4.7%	?	-0.1%	0.6%	-4.1%	-21.0%
CCOC(=O)c1c(NC(=O)CSc2ncn[nH]2)sc(C(C)=O)c1C	5.5%	-1.0%	-3.1	5.8%	4.6%	-6.5%	-6.6%	0.1%	-0.8%	3.7%	-6.3%
COC(c1ccccc1)c1nnc(CCC(=O)NC2C3CC4CC(C3)CC2C4)o1 (configuration not stated)	-5.1%	-0.2%	2.1	13.4%	4.9%	8.7%	-26.1%	2.2%	0.4%	9.4%	10.9%
O=C(Nc1ccccc1)OCc1cncs1	-3.8%	-0.3%	21.0	-5.1%	-4.5%	?	-4.0%	3.0%	-6.7%	-7.5%	4.1%
CC1CCCN(C(=O)Cc2cn(Cc3cccc(Cl)c3)c3ccccc23)C1 (configuration not stated)	-0.5%	8.3%	11.2	-4.7%[46.1 µM]	?	3.8%	?	-5.8%	-2.4%	-9.7%	4.1%
O=C(CCOc1ccccc1)Nc1nnc(-c2ccc3c(c2)OCCO3)o1	-3.7%	-0.2%	-7.8	0.6%	2.0%	-12.3%	?	3.7%	-3.2%	3.4%	3.4%
CCOC(=O)Cn1nc(-c2ccccc2)ccc1=O	4.4%	0.4%	4.7	/	-1.8%	20.7%	-1.3%	-0.8%	0.4%	4.9%	/
CCOC(=O)C1=C(C)NC(C)=C(C(=O)OCC)C1c1ccccn1	1.5%	-0.8%	-9.0	0.4%	2.8%	6.1%	?	-0.4%	-2.0%	11.5%	-2.9%
CNS(=O)(=O)c1cccc(C(=O)OCC(=O)Nc2ccc(Cl)cn2)c1	0.2%	-0.2%	-10.7	-0.3%	-0.1%	?	-1.8%	0.0%	-2.7%	-26.4%	-1.6%
CC(=O)Nc1cccc(/C(C)=N/NC(=O)c2ccc(O)cc2)c1	-4.1%	0.0%	-2.2	7.6%	0.9%	5.0%	/	0.8%	0.0%	6.1%	-5.7%
CC1(C)CC(=O)c2sc(NS(=O)(=O)c3ccccc3)nc2C1	-3.1%	0.0%	-0.2	1.3%	0.2%	2.8%	-0.6%	2.6%	-2.8%	2.7%	4.9%
Cc1cccc(OCC(O)CN2CCNCC2)c1 (configuration not stated)	1.1%	-0.9%	3.8	5.3%	0.3%	-5.5%	10.4%	2.5%	-3.2%	2.2%	0.4%
O=C(CSc1nn(-c2ccc(F)cc2)c(=S)s1)N1CCN(C(=O)c2ccco2)CC1	1.7%	-0.7%	-5.5	-0.1%	16.6%	?	0.2%	-1.0%	-9.8%	1.5%	-7.0%
COc1ccc(NC(=O)CS(=O)c2ccc(Cl)c(Cl)c2)cc1 (configuration not stated)	-15.0%	0.3%	13.5	-3.4%	3.0%	-0.6%	1.4%	-0.5%	0.0%	7.8%	-1.1%
O=C(COC(=O)/C=C/c1ccc(S(=O)(=O)N2CCc3ccccc32)cc1)NC1CCS(=O)(=O)C1 (configuration not stated)	1.0%	-0.5%	11.9	4.2%	-0.9%	4.4%	-4.2%	1.7%	-0.3%	-3.2%	0.8%
Cc1nn(C(=O)c2cc([N+](=O)[O-])ccc2Cl)c(C)c1Br	-5.6%	-1.1%	-4.8	-4.4%	13.3%	0.5%	2.6%	2.6%	0.0%	-18.4%	0.8%
CCOc1ccc(CCNC(=O)C2CCCN(c3ncnc4c3nc3n4CCCCC3)C2)cc1 (configuration not stated)	1.6%	0.3%	-16.3	-7.7%	-3.4%	?	6.2%	5.2%	0.2%	6.1%	-2.6%
COc1ccc(CCNC(=O)CSc2cc(=O)[nH]c(N)n2)cc1OC	3.7%	0.2%	7.4	2.5%	6.0%	0.4%	-1.6%	2.3%	-3.0%	-21.6%	6.0%
COc1ccc(NC(=S)NC(=O)CC(C)C)c(OC)c1	0.3%	-0.2%	-2.1	2.2%	-5.4%	6.3%	-0.2%	6.9%	1.6%	9.1%	-5.2%
NC(=O)c1ccccc1NS(=O)(=O)c1ccc(S(=O)(=O)N2CCCC2)cc1	-0.4%	-0.2%	7.7	2.5%	-5.0%	0.0%	-3.0%	1.5%	0.5%	7.3%	5.6%
CCOC(=O)c1cc(C(=O)OCC)cc(-n2c(C)cc(C(=O)CN3CCOCC3)c2C)c1	3.2%	-0.1%	-5.3	-4.0%	0.2%	1.3%	1.5%	0.9%	-4.2%	-14.5%	6.6%
O=S1(=O)C=C(SCc2cccc(Cl)c2)Nc2ccccc21	1.0%	-0.1%	-4.3	1.7%	2.5%	-5.3%	0.0%	-0.4%	-3.3%	-8.4%	-0.1%
COC(=O)N/N=C(\C)c1ccc(C)c([N+](=O)[O-])c1	-6.7%	-0.5%	2.7	-6.3%[46.1 µM]	0.1%	?	1.6%	1.8%	-3.8%	-3.6%	2.0%
CCNc1ccc(C(=O)OCC(=O)NCCN2C(=O)CSC2=O)cc1[N+](=O)[O-]	8.4%	-0.1%	-12.4	-0.5%	6.9%	-11.9%	-13.4%	1.1%	-6.1%	-7.0%	-5.2%
CC(C)C1=C2OC(N)=C(C#N)C(C#N)=C2C(C)CC1 (configuration not stated)	15.9%	-0.1%	-32.2	-5.2%	3.3%	2.4%	?	5.5%	-19.0%	-5.4%	/
Cc1ccc(CNC(=O)C(NS(=O)(=O)c2ccc3nc(C)sc3c2)C(C)C)cc1 (configuration not stated)	1.0%	0.1%	6.0	11.3%	2.8%	?	8.9%	-1.2%	-0.7%	0.8%	-11.8%
COc1ccccc1/C=N/OCc1ccc(C#N)cc1	0.9%	0.1%	3.0	1.0%	7.1%	12.3%	?	-2.0%	-3.7%	12.4%	3.0%

Source: PubChem BioAssay
